p53ts 32C tox: qHTS Screen for Compounds that Selectively Target Cancer Cells with p53 Mutations: Cytotoxicity of p53ts Cells at the Permissive Temperature. Potency, µM (titrated, usually from 46.1 µM), for inactives: top-dose activity change, negative = cytotoxicity, hits mostly cytotoxic. H1299-p53A138V at 32C, ATP luminescence viability, 24 h. 0.93% of 130,000 active;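 further: 0% = DMSO and -100% = full killing by reference compound; nearly all actives have a fitted effect of over 55% in size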
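ATP-content luminescence (ATPlite) read-out after 24 h compound exposure at 32C in H1299-p53A138V cells (600/well). Tested up to 46 uM. Normalized to DMSO (0%) and 100 uM tamoxifen (100% killing); Hill-fit AC50.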
IkB sig inh: IkB Signaling | ABC-DLBCL IkBa-CBG/CBR dual luciferase ratio, 4 h; response scale: scaled: untreated 0%, proteasome inhibitor 100% | AID 445, 2006 | 0.04% of 110,000 active | Potency, µM (highest dose often 57.1 µM), without a hit: at the highest dose IkBa stabilization activation; active means well fitted curve in the direction sought with a large enough effect in the signal ratio, not every such curve was filed as active; inconclusive means small, poorly fitted or top-dose-only effect, or a change in a side signal; the % refers to the signal ratio;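 further: the direction sought is a rising ratio; 0% = basal untreated cells and 100% = reference inhibitor full response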
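Curves were fitted separately to fusion (green), unfused (red) and ratio luminescence, then classed by r2, magnitude and activity. Cells: OCI-Ly3, 4 h compound plus doxycycline at 37C; 10 uM MG-132 defined full response.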
p53ts 39C kill: qHTS Screen for Compounds that Selectively Target Cancer Cells with p53 Mutations: Cytotoxicity of p53ts Cells at the Nonpermissive Temperature | H1299-p53A138V viability at 39C, ATP luminescence, 24 h | Potency, µM (top dose mostly 46.1 µM), for inactives: top-dose activity change, negative = cell killing, hits mostly cytotoxic | 1.5% of 130,000 active; further: nearly all actives have a fitted effect of over 55% in size
Peg3 imprint: qHTS Assay for Compounds that Induce Erasure of Genomic Imprints; mouse ES Peg3-LacZ reporter, beta-gal luminescence, 40 h; Potency, µM (top dose mostly 60.7 µM), for inactives: top-dose activity change, positive = activation, most hits filed as activators; 0.02% of 110,000 active; AID 1948, 2009;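 further: 0% = negative control wells on the plate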
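Each well holds 300 Peg3LacZ-Neo (maternal) female ES cells incubated 40 h at 37C, 5% CO2. LacZ is measured by BetaGlo luminescence, with AC50 and maximum efficacy derived from dose-response curves.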
Numbers without * were called inactive; u = inconclusive; x = no result given; & = joins results of further samples; [ ] = dose if it differs, or a comment. Unless noted, the call rests on the fitted dose curve; in most records, active means well fitted curve in the direction sought with a large enough effect; inconclusive means small, poorly fitted or top-dose-only effect, or another doubt; inactive means no such curve, though single readings can be large; an effect the other way counts as inactive or inconclusive. Unless noted, on the % scale 0 is the no-effect control and ±100 the full control effect; potency means the concentration at half of the fitted maximal effect.

Abbreviations: A = p53ts 32C tox; B = IkB sig inh; C = p53ts 39C kill; D = Peg3 imprint
O=C(COC(=O)C1CCCCC1C(=O)N1CCc2ccccc21)NCc1ccco1 (stereo unspecified)
  A = 11%	B = 0.8%	C = 1%	D = -11%
CCc1ccc(NC(=O)CSc2nnc(Cn3c(=O)sc4ccccc43)n2C)cc1
  A = -3%	B = -0.9%	C = 1%	D = 5%
COC(=O)c1c(C)[nH]c(C)c1C(=O)c1ccccc1Cc1ccccc1
  A = 19%	B = u	C = -22%	D = -17%&-15%
Cc1[nH]nc(N=Cc2c(O)n(C)c(=O)n(C)c2=O)c1-c1ccccc1
  A = 1%	B = -0.9%	C = 9%	D = 0%
CN1CCN(C(=O)c2ccccc2N(Cc2ccccc2)S(=O)(=O)c2ccccc2)CC1
  A = -20%	B = x	C = -3%	D = x
CCCN(CCC)CCNC(=O)C1CCN(c2nc3ccc(CC)cc3s2)CC1
  A = 13µM*	B = u	C = u	D = -12%[10.9 µM]
COc1ccc(OC)c(CCNC(=O)c2cc3c(=O)oc4ccc(C)cc4c3s2)c1
  A = 11%	B = -1.8%	C = -2%	D = -3%[10.9 µM]
COc1ccc2oc(-c3ccc(C)c(NC(=O)c4ccc(-c5ccccc5[N+](=O)[O-])o4)c3)nc2c1
  A = -20%	B = u	C = 10µM*	D = -9%[10.9 µM]
O=C(CCN1C(=O)/C(=C\c2ccccc2)SC1=S)NNC(=O)c1cccnc1
  A = -16%	B = x	C = 8%	D = x
COc1ccc(NC(=O)Nc2c(C)n(C)n(-c3ccccc3)c2=O)cc1
  A = 3%	B = -3.7%	C = -1%	D = 12%
CCCCCCCCCCCNC(=O)c1ccoc1C
  A = 0%	B = x	C = 0%	D = x
CCOC(=O)c1[nH]c(C)c(C(=O)N(C)C)c1C
  A = 0%	B = 1.1%	C = -6%	D = -9%
CCc1sc(Nc2cccc(C)c2C)nc1-c1cc2cccc(OC)c2oc1=O
  A = 9%	B = u	C = -5%	D = -14%[10.9 µM]
O=C1C=C(NCC2CCCO2)C2(CCCCC2)O1 (stereo unspecified)
  A = 6%	B = -2.1%	C = 0%	D = -8%
COC(=O)c1c(C)cc(C)n2c1nc1ccccc12
  A = -4%	B = 0.8%	C = -6%	D = 0%

No new results follow: 5 of the compounds above.
Abbreviations: A = p53ts 32C tox; B = IkB sig inh; C = p53ts 39C kill; D = Peg3 imprint
O=C(COC(=O)C1CCCCC1C(=O)N1CCc2ccccc21)NCc1ccco1 (stereo unspecified)
  A = 11%	B = 0.8%	C = 1%	D = -11%
CCc1ccc(NC(=O)CSc2nnc(Cn3c(=O)sc4ccccc43)n2C)cc1
  A = -3%	B = -0.9%	C = 1%	D = 5%
COC(=O)c1c(C)[nH]c(C)c1C(=O)c1ccccc1Cc1ccccc1
  A = 19%	B = u	C = -22%	D = -17%&-15%
Cc1[nH]nc(N=Cc2c(O)n(C)c(=O)n(C)c2=O)c1-c1ccccc1
  A = 1%	B = -0.9%	C = 9%	D = 0%
CN1CCN(C(=O)c2ccccc2N(Cc2ccccc2)S(=O)(=O)c2ccccc2)CC1
  A = -20%	B = x	C = -3%	D = x

(more compounds)
Abbreviations: A = p53ts 32C tox; B = IkB sig inh; C = p53ts 39C kill; D = Peg3 imprint
COC(=O)C1=C(N)n2c(s/c(=C\c3cccnc3)c2=O)=C(C(=O)OC)C1c1cccnc1 (stereo unspecified)
  A = -6%	B = -2.7%	C = -3%	D = x
O=C(Nc1ccccc1F)c1ccc(Cn2nc(N3CCN(c4ccccc4)CC3)ccc2=O)o1
  A = 3%	B = u	C = 22%	D = -6%[10.9 µM]
N#Cc1c(NC(=O)CSC2=NCCS2)sc2c1CCCC2
  A = -27%	B = 12%	C = -26%	D = -5%
O=C(NC1=NCCS1)c1ccc2c(c1)C(=O)N(Cc1ccco1)C2=O
  A = 5%	B = 4.4%	C = 3%	D = -15%
CCOC(=O)c1c(C)n(C)c2ccc(OCC(O)CN(CC)CC)cc12 (stereo unspecified)
  A = 2%	B = -3.8%	C = -8%	D = 3%
Cc1cc(O)c(C(C)C)cc1N=Cc1ccccc1O
  A = -2%[9.22 µM]	B = 3.4%[11.4 µM]	C = -6%[9.22 µM]	D = -11%[10.9 µM]
Cc1cccc2cc(COC(=O)C(C)C)c(=O)[nH]c12
  A = 8%	B = -0.3%	C = 17%	D = -6%
COC(=O)c1c(C)n(-c2ccc(OC)cc2)c2ccc(O)cc12
  A = 2%	B = u	C = 5%	D = 19%
COc1cc(NC(=O)Cn2c(C)cc(C)c(C#N)c2=O)cc(OC)c1
  A = 10%	B = 0.7%	C = -22%	D = 14%[10.9 µM]
Clc1nc(NCc2cccnc2)nc(N2CCOCC2)n1
  A = -1%	B = x	C = -25%	D = x
CCOc1ccc(C2/C(=C(\O)c3c(C)[nH]c(C(=O)OC)c3C)C(=O)C(=O)N2CCN(C)C)cc1 (stereo unspecified)
  A = -1%	B = 2.4%	C = 2%	D = 1%
COc1ccc(OC)c(NC(=O)CC(Cc2ccccc2OC)C(=O)O)c1 (stereo unspecified)
  A = -4%	B = 0.2%	C = -8%	D = -11%
CCC/C=C(\CCC)C(NC(=O)OCC(C)C)c1ccc(C(=O)OC)cc1 (stereo unspecified)
  A = 2%	B = x	C = -8%	D = -7%
O=C(NCc1ccccc1)c1ccc(C2SCC(=O)N2Cc2ccccc2)cc1 (stereo unspecified)
  A = 6%	B = x	C = 31%	D = x
Cc1nnc(NC(=O)c2ccc(-c3cccc(C(F)(F)F)c3)o2)s1
  A = -2%	B = -4.0%	C = 1%	D = -7%
Cc1cc(N2C(=O)C(=O)/C(=C(/O)c3ccc(F)cc3)C2c2ccc(Cl)cc2)no1 (stereo unspecified)
  A = -3%	B = -0.5%	C = -1%	D = -8%
Cn1cccc1C(=O)NC(=O)COC(=O)c1ccccc1O
  A = -4%	B = 0.0%	C = -1%	D = -12%
O=[N+]([O-])c1cc(-c2nc(-c3ccccc3)no2)ccc1N1CCCCC1
  A = -3%	B = 0.0%	C = 16%	D = -16%[10.9 µM]
O=C(Nc1ccccc1)N1CCC(C(=O)N(Cc2ccco2)Cc2cccs2)CC1
  A = 1%	B = 0.7%	C = -6%	D = -13%
Cc1ccc2nsnc2c1S(=O)(=O)N1CCN(CCc2ccccc2)CC1
  A = 3%	B = 8.3%	C = 3%	D = -24%
COc1ccc(S(=O)(=O)Nc2ccc(S(=O)(=O)N3CCCCC3)cc2)cc1OC
  A = -5%	B = 0.1%	C = -1%	D = -3%
O=C(Cn1cc(SCc2ccc(C(F)(F)F)cc2)c2ccccc21)N1CCCCC1
  A = -19%	B = u	C = -17%	D = -16%[10.9 µM]
COC(=O)N1CC=CC1(C)C(=O)NCC1CC1 (stereo unspecified)
  A = 11%	B = x	C = -8%	D = -30%[inhibitor]
CCOc1ccc(C(=O)Nc2c3c(nn2C(C)(C)C)CSC3)cc1OCC
  A = 5%	B = 6.0%	C = 2%	D = 5%
CC(=O)Nc1ccc(NC(=O)c2cc(C)nn2-c2ccccc2)cc1
  A = -1%	B = -1.5%	C = 6%	D = -6%
COc1ccc(NC(=O)CCn2cnnn2)cc1
  A = 3%	B = -0.2%	C = 35%[activator]	D = -15%[10.9 µM]
CCC1CCCCN1S(=O)(=O)c1ccc(NC(=O)c2cccs2)cc1 (stereo unspecified)
  A = -7%	B = x	C = 4%	D = x
O=C(CSc1nc2c([nH]c3ccccc32)c(=O)n1-c1ccccc1F)Nc1cccc(Cl)c1
  A = -7%	B = u	C = -20%	D = 11%[10.9 µM]
CSc1nnc2[nH]c(=O)cc(C)n12
  A = 2%	B = 2.0%	C = -8%	D = 20%[10.9 µM]
CCC1CCCCN1CCCn1c(=S)[nH]c2ccccc2c1=O (stereo unspecified)
  A = -3%	B = 2.5%	C = 13%	D = -11%
CN(C)c1ccc(N=Cc2ccco2)cc1
  A = -12%	B = u	C = -12%	D = -43%[inhibitor]
Cc1c(C(=O)NCc2ccccc2Cl)sc2nc(-c3ccc(F)cc3)cn12
  A = -14%	B = 1.7%	C = -13%	D = 7%[10.9 µM]
O=C(Cc1ccccc1)Nc1cccc(N2CCCC2)c1
  A = 4%	B = -1.6%	C = 10%	D = -17%
Cc1ccc2oc(Nc3nc(C)cc(C)n3)nc2c1
  A = -6%	B = -1.3%	C = -4%	D = -12%
Nc1nc(N)c2[nH]c(CNc3ccc(C(=O)O)cc3)nc2n1
  A = 1%[9.22 µM]	B = -1.3%[11.4 µM]	C = 0%[9.22 µM]	D = 8%[10.9 µM]
Cc1cc(F)ccc1NC(=O)c1sc2nc(-c3cccs3)ccc2c1N
  A = -17%	B = u	C = 5%	D = -13%[10.9 µM]
CCCCCNC(=O)c1ccc2c(c1)nc(C)n2-c1cccc(C)c1
  A = 13%	B = -0.9%	C = 20µM*	D = -9%[10.9 µM]
Cc1nn(C)c(C)c1CN(C)C(=O)c1cc2n(n1)C(C(F)(F)F)CC(c1cccs1)N2 (stereo unspecified)
  A = -11%	B = 2.6%	C = -11%	D = -19%
CCOc1ccc(C(=O)NCCS(=O)(=O)N2CCN(c3ccccc3F)CC2)cc1OCC
  A = 4%	B = 0.2%	C = 16%	D = -14%[10.9 µM]
Cc1nnc(N2CCC(C(=O)NCCc3ccccc3Cl)CC2)c2nn(-c3ccccc3)c(C)c12
  A = u	B = u	C = u	D = 6%[10.9 µM]
Cc1cc(C)cc(C(=N)c2ccccc2Cc2cccc3ccccc23)c1
  A = 7%[9.22 µM]	B = 1.3%[11.4 µM]	C = 8%[9.22 µM]	D = -10%[10.9 µM]
CCn1c(=O)c2sccc2n2c(CCCC(=O)N3CCN(c4ccc(OC)cc4)CC3)nnc12
  A = 10%	B = -0.6%	C = 4%	D = -10%[10.9 µM]
Cn1c(=O)c2c(nc(NCCCO)n2CCc2ccccc2)n(C)c1=O
  A = 4%	B = 2.0%	C = 2%	D = -9%
Cc1cc(NS(=O)(=O)c2ccc(NC(=O)COc3ccccc3Cl)cc2)no1
  A = 0%	B = -0.5%	C = 0%	D = -9%
CSc1nnc(-c2ccco2)c(-c2ccco2)n1
  A = -9%	B = 13%	C = 5%	D = -27%

Reprinted at random: three compounds from above
Abbreviations: A = p53ts 32C tox; B = IkB sig inh; C = p53ts 39C kill; D = Peg3 imprint
Cn1c(=O)c2c(nc(NCCCO)n2CCc2ccccc2)n(C)c1=O
  A = 4%	B = 2.0%	C = 2%	D = -9%
CCOc1ccc(C(=O)NCCS(=O)(=O)N2CCN(c3ccccc3F)CC2)cc1OCC
  A = 4%	B = 0.2%	C = 16%	D = -14%[10.9 µM]
Cc1nnc(N2CCC(C(=O)NCCc3ccccc3Cl)CC2)c2nn(-c3ccccc3)c(C)c12
  A = u	B = u	C = u	D = 6%[10.9 µM]

(listing goes on)
Abbreviations: A = p53ts 32C tox; B = IkB sig inh; C = p53ts 39C kill; D = Peg3 imprint
Cc1ccccc1N(Cc1nnc2n1CCCCC2)C(=O)Nc1ccccc1
  A = 6%	B = 1.0%	C = -12%	D = 12%
Cc1ccc(-c2cc3nc4c(c(=O)n3[nH]2)CCCC4)cc1
  A = u	B = -1.3%	C = u	D = -25%
CSc1nnc(-c2ccc(S(=O)(=O)N3CCOCC3)cc2)n1CC1CCCO1 (stereo unspecified)
  A = -8%	B = -0.1%	C = 0%	D = -3%
COc1ccc2[nH]c3c(=O)n(N)c(C)nc3c2c1
  A = 23%	B = x	C = 23%	D = x

Three structures from above, arranged by SMILES length, ascending:
Abbreviations: A = p53ts 32C tox; B = IkB sig inh; C = p53ts 39C kill; D = Peg3 imprint
Nc1nc(N)c2[nH]c(CNc3ccc(C(=O)O)cc3)nc2n1
  A = 1%[9.22 µM]	B = -1.3%[11.4 µM]	C = 0%[9.22 µM]	D = 8%[10.9 µM]
Cc1ccc2nsnc2c1S(=O)(=O)N1CCN(CCc2ccccc2)CC1
  A = 3%	B = 8.3%	C = 3%	D = -24%
CCC/C=C(\CCC)C(NC(=O)OCC(C)C)c1ccc(C(=O)OC)cc1 (stereo unspecified)
  A = 2%	B = x	C = -8%	D = -7%
